Source: PubChem BioAssay (several laboratories)
IEC-6 cytotox – IEC-6 cytotoxicity, counter-screen for KLF5 inhibitors; luminescence viability; inhibition, % at 5 µM; 290,000 tested, 0.78% active; in the data active means inhibition above about 22%;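 further: 0% = plate median of test compound wells and 100% = cytotoxic reference compound wells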
HSP90 inh – inhibitors of HSP90 luciferase refolding in rabbit reticulocyte lysate; luciferase refolding luminescence, 3 h; AID 1789; 290,000 tested, 0.91% active; inhibition, % at 5.6 µM;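 active means inhibition above the screen-wide mean plus 3 SD, computed separately per campaign, cut at about 16% in these data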;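 further: 0% = DMSO wells and 100% = 60 µM geldanamycin wells; inhibitors lower the luminescence because luciferase stays unfolded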
Platelet DG rel – modulates dense granule release in human platelets; human platelet-rich plasma, SFLLRN dense granule ATP release, luminescence; inhibition, %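 (compounds screened at 7.5 µM in platelet-rich plasma)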; 300,000 tested, 0.22% active; AID 1663;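 active means mean replicate score, as percent of positive control, at or above 50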
HSF1 inh – HSF1 inhibition | 300,000 tested, 0.77% active | NIH3T3-HGL HSE-luciferase, MG132-induced, luminescence 8 h; hits give low values | AID 2098 | activity change, negative = inhibition, % at 7.5 µM (by protocol);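 active means more than half of replicate wells show activity change below -50%, luminescence cut by over half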;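 further: luciferase reports HSF-1 transcriptional activity via heat shock element; 0% = median of DMSO wells and -100% = zero luminescence signal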
aSyn 5UTR inh – 5' untranslated region of α-synuclein, MLPCN primary screen | alpha-synuclein 5'UTR reporter, inhibitor activity | 300,000 tested, 0.82% active | inhibition, % (tested at 7.5 µM); in the data active means inhibition above about 60%;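 further: H4 neuroglioblastoma cells stably carrying SNCA 5'UTR luciferase fusion; 0% = DMSO wells and 100% = positive control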
SKKanGAS inh – blocks kanamycin growth of S. pyogenes SKKanGAS strain; BacTiter-Glo, 6 h; inhibition, % at 7.5 µM; 300,000 tested, 1.3% active; AID 1662;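 active means mean replicate score, as percent of positive control median, at least 50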;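 further: strain carries kanamycin resistance gene driven by streptokinase promoter and grows in 40 µg/ml kanamycin; loss of luminescence reflects streptokinase promoter inhibition or plain growth inhibition; 0% = median of DMSO wells and 100% = positive control at its reference dose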
HSF1 activator – increases HSF-1 driven luciferase reporter signal; NIH3T3-HGL HSF-1 luciferase reporter, MG132, 8 h; 100% = twice DMSO control signal; activation, % at 9 µM; 300,000 tested, 1.7% active; AID 504408;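 active means mean replicate activation of at least 50% with a set share of replicates each reaching 50%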;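 further: 0% = median of the neutral control wells and 100% = twice that signal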
KLF5 inh – kruppel-like factor 5 inhibition; inhibition, % at 5 µM; 290,000 tested, 0.23% active; DLD-1 KLF5 promoter-luciferase reporter, luminescence;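 active means inhibition above a per-plate limit of that plate's mean compound inhibition plus 3 SD, cut at about 60% in these data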;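 further: 0% = DMSO wells and 100% = LY294002 at 200 µM; higher means less KLF5 promoter-driven luciferase light; inactives centre near -14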
HIF act – HIF pathway transcriptional activation; 300,000 tested, 0.32% active; U2OS HRE-luciferase reporter, luminescence; normalized: DMSO 0%, desferrioxamine 100%; activation, % at 7.5 µM (by protocol); AID 1910;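 active means mean activation of at least 10% of the iron chelator positive control signal, with at least half of replicates also reaching 10%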
AI-2 QS mod – Vibrio harveyi AI-2 quorum sensing modulation | Vibrio harveyi JMH597 AI-2 luminescence/OD600 ratio, 9 h; hits give low values; strain lacks LuxN and CqsS sensors; 0 = neutral-control median | activity change, % at 7.5 µM | 300,000 tested, 0.4% active | AID 2094; in the data active means activity change below about -75%, passing the limit was not always enough;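 further: luminescence divided by OD600 gain over 9 h not by final OD600 alone; inactives centre near 13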
* marks the source's active call; other numbers are inactive results; x = no result given.

Start of the listing, in advance, 3 compounds:
Results follow in this order: HSP90 inh | HIF act | SKKanGAS inh | Platelet DG rel | HSF1 activator | IEC-6 cytotox | aSyn 5UTR inh | AI-2 QS mod | HSF1 inh | KLF5 inh
CC(C)CC(=O)NN(C)c1nc(-c2ccccc2)nnc1C(F)(F)F
→ 0.7 | 1.5 | -4.0 | x | 2.1 | -1.2 | -2.3 | 5.2 | 2.3 | -18.8
CCOc1ccccc1NC(=O)Cn1nnc(C(=O)Nc2ccccc2Cl)c1N
→ -1.4 | -0.4 | 12.4 | -3.4 | -12.0 | -2.7 | 1.3 | 25.2 | 4.5 | 2.4
CCNc1nc(OC)nc(SCC(=O)Nc2ccccc2)n1
→ 1.9 | 2.5 | -16.6 | -7.1 | -2.6 | 0.3 | -30.2 | -0.4 | -4.1 | -8.2

The listing (from the top)
Results follow in this order: HSP90 inh | HIF act | SKKanGAS inh | Platelet DG rel | HSF1 activator | IEC-6 cytotox | aSyn 5UTR inh | AI-2 QS mod | HSF1 inh | KLF5 inh
CC(C)CC(=O)NN(C)c1nc(-c2ccccc2)nnc1C(F)(F)F
→ 0.7 | 1.5 | -4.0 | x | 2.1 | -1.2 | -2.3 | 5.2 | 2.3 | -18.8
CCOc1ccccc1NC(=O)Cn1nnc(C(=O)Nc2ccccc2Cl)c1N
→ -1.4 | -0.4 | 12.4 | -3.4 | -12.0 | -2.7 | 1.3 | 25.2 | 4.5 | 2.4
CCNc1nc(OC)nc(SCC(=O)Nc2ccccc2)n1
→ 1.9 | 2.5 | -16.6 | -7.1 | -2.6 | 0.3 | -30.2 | -0.4 | -4.1 | -8.2
CCCCN(CC)CCCNC(=O)c1cc2c(=O)n(CC)c3ccccc3c2s1
→ -3.7 | 0.5 | 8.8 | -2.0 | -0.2 | 21.8 | -320.7 | 0.8 | 3.7 | -32.9
C=CCn1c(CSc2nc3ccccc3s2)nnc1SCC(=O)NCCN1CCOCC1
→ 0.3 | -0.1 | 12.6 | -0.3 | 6.6 | 2.2 | -16.0 | 2.4 | -1.3 | -6.5
O=C(N/N=C\c1ccc(OC(=O)c2ccco2)cc1)c1ccc(Cl)cc1
→ 0.9 | 0.9 | 5.5 | -0.9 | 8.8 | 0.0 | -3.0 | 2.2 | 5.1 | -0.5
CCN(Cc1ccccc1)C(=O)CN1C(=O)COc2ccc(S(=O)(=O)N3CCCCCC3)cc21
→ -4.4 | -0.2 | 2.1 | -1.8 | -7.2 | 9.0 | 18.2 | 14.7 | -0.2 | 7.1
CCc1nc2c(cnn2-c2ccc(Cl)cc2)c(=O)n1-c1ccc(OC)cc1
→ -2.5 | -45.0 | 51.6* | -1.2 | 4.1 | 2.6 | 23.6 | -3.9 | -2.4 | -13.0
COc1ccc(/C=C(\CC(=O)O)c2nc3ccccc3o2)cc1
→ 1.8 | 1.2 | -9.0 | 4.1 | -32.0 | -7.2 | -108.9 | 11.5 | -25.2 | -19.7
O=C(CN(c1ccccc1F)S(=O)(=O)c1ccccc1)Nc1ccccc1C(=O)N1CCOCC1
→ 0.7 | -0.3 | 12.6 | 8.0 | 1.2 | -2.1 | 5.8 | 19.0 | -3.1 | 9.8
Cc1ccc(NC(=S)N2CCC(NC(=O)c3ccc(F)cc3)CC2)cc1
→ -2.9 | 0.7 | 4.7 | 0.1 | 12.4 | 2.8 | 3.8 | 27.6 | -7.7 | -13.3
CCCCCSc1nc2c(c(=O)[nH]c(=O)n2C)n1CC
→ 3.1 | -0.5 | 0.0 | -0.6 | 1.5 | 0.2 | 22.9 | 41.4 | -5.3 | 9.3
N=C1S/C(=C\c2cccc3ccccc23)C(=O)N1c1ccc(F)cc1
→ 1.4 | 1.8 | 55.9* | 14.4 | 0.4 | 1.6 | -30.2 | 25.7 | 3.3 | -15.7
CSc1ccc(CCNC(=O)C2CCN(c3nnc(-n4cccc4)s3)CC2)cc1
→ -0.5 | -0.6 | 3.7 | -10.4 | -4.3 | -14.9 | -2.0 | 21.7 | 3.7 | -99.2
COc1cc(C2CC(=O)N(CC(=O)NCc3ccco3)c3ccccc3S2)cc(OC)c1OC (stereo unspecified)
→ -7.6 | -0.3 | -3.3 | 3.6 | 5.5 | 1.6 | 0.5 | 1.0 | 0.8 | -10.3
CCc1nccn1S(=O)(=O)c1cc(OC)c(Cl)cc1OC
→ 2.5 | 0.7 | 3.7 | -7.5 | -16.7 | 5.2 | 9.9 | 12.2 | 0.4 | 0.1
CCC1Oc2ccccc2N(CC(=O)NCCCN2CCN(c3ccc(OC)cc3)CC2)C1=O (stereo unspecified)
→ -3.0 | 0.0 | -2.3 | -1.4 | -1.0 | -4.4 | 26.6 | 19.5 | 2.7 | -15.1
CC(C)(C)NC(=O)C(c1ccc(F)cc1)N(Cc1ccco1)C(=O)c1csnn1 (stereo unspecified)
→ 0.6 | -0.4 | -4.0 | 0.1 | 35.0 | -0.6 | 18.7 | 22.8 | 12.4 | -2.4
CCCCOc1ccc(/C=N/NC(=O)c2nnn(-c3nonc3N)c2CN2CCCCCC2)cc1
→ x | -0.1 | 5.2 | -1.9 | 13.2 | x | -15.4 | 17.0 | -5.9 | x
CCC(=O)Nc1ccc(NC(=O)CSc2nnc(-c3ccco3)n2CC)cc1
→ 4.4 | -0.1 | -2.0 | -27.8 | -21.9 | 7.3 | 13.7 | 8.5 | -0.9 | -17.1

Taken from above:
`O=C(CN(c1ccccc1F)S(=O)(=O)c1ccccc1)Nc1ccccc1C(=O)N1CCOCC1` – Platelet DG rel = 8.0
`N=C1S/C(=C\c2cccc3ccccc23)C(=O)N1c1ccc(F)cc1` – HSP90 inh = 1.4

More records.
Results follow in this order: HSP90 inh | HIF act | SKKanGAS inh | Platelet DG rel | HSF1 activator | IEC-6 cytotox | aSyn 5UTR inh | AI-2 QS mod | HSF1 inh | KLF5 inh
CCOc1ccccc1-n1c(SCC(=O)NC2CCCC2)nnc1-c1ccoc1C
→ 5.3 | -0.9 | 1.0 | 1.1 | -4.6 | 2.1 | -8.0 | 5.3 | 1.6 | -4.0
Cc1ccc(C2=NS(=O)(=O)N(C)C(C(=O)N(C)C3CCCCC3)=C2)cc1
→ -5.3 | 0.0 | 3.0 | -18.2 | -3.2 | 3.5 | 14.1 | -3.6 | 0.7 | -22.7
CCOC(=O)C1CCCN(C(=O)c2cc(Nc3ccc(OC)cc3)nc3ccccc23)C1 (stereo unspecified)
→ 0.2 | 0.1 | 5.8 | -0.2 | -12.0 | -0.2 | -4.9 | 1.3 | -0.5 | -18.2
CCCCCC(=O)Nc1cc(N(C)C)nc2ccccc12
→ 0.5 | -0.2 | 4.0 | 8.2 | 11.4 | -8.1 | -7.8 | 44.0 | 2.0 | -0.5
COCCn1c(SCC(=O)NCC2CCCO2)nc2c([nH]c3ccccc32)c1=O (stereo unspecified)
→ -3.9 | 0.6 | -0.8 | 38.4 | -21.3 | 7.9 | -12.2 | 5.6 | -7.1 | -14.7
COc1ccccc1C(=O)NCCN=C1NS(=O)(=O)c2ccccc21
→ -1.8 | -0.1 | 1.3 | 4.4 | 23.2 | -0.9 | -21.5 | 21.1 | -6.4 | -27.9
CCOC(=O)c1cc(NC(=O)N2CCOCC2)c(C)nc1C
→ 1.6 | 0.2 | -2.8 | -0.8 | 15.6 | 1.7 | 12.6 | 24.0 | 6.6 | -5.5
CC(C)NC(=O)c1ccc(-n2nc(C(F)(F)F)c3c2CCCC3)cc1
→ -1.0 | -0.7 | -1.4 | -5.1 | -2.5 | -1.8 | -7.8 | 7.9 | -6.5 | -37.4
Cc1ccc(S(=O)(=O)NCC(=O)N/N=C/c2ccc(Cl)cc2)cc1
→ -2.5 | -0.1 | -13.3 | -0.3 | 31.2 | -12.3 | -18.2 | 8.6 | 1.7 | 12.9
COc1ccc(S(=O)(=O)Nc2cc([N+](=O)[O-])ccc2OC)cc1
→ 4.0 | 1.1 | -1.8 | 13.8 | -21.2 | 2.7 | 3.1 | 7.4 | -6.2 | -12.6
Cc1nc(-c2cccnc2)sc1C(=O)Nc1ccc(Cl)cc1
→ 1.1 | -0.2 | 9.4 | -1.8 | 7.5 | 4.5 | -3.8 | 2.6 | 4.0 | 0.6
CC(/C=C1\SC(=S)N(CCC(=O)Nc2nc(C)cs2)C1=O)=C\c1ccccc1
→ 2.1 | -0.5 | 15.7 | -1.0 | 8.1 | -5.5 | 5.3 | 10.0 | 4.1 | -8.5
CC1CCCCN1CCNC(=O)c1cc2c(=O)n(C)c3ccccc3c2n1C (stereo unspecified)
→ 1.3 | 0.2 | 4.5 | 4.1 | -3.5 | 13.5 | -59.7 | 27.6 | 2.8 | 17.5
Cc1cc(C(=O)NN)c(C)o1
→ -1.3 | 0.7 | 4.9 | -2.2 | 20.7 | 3.5 | -7.4 | 31.5 | 2.4 | -38.5
CCOC(=O)C1C(=O)CC(C)(O)C(C(=O)OCC)C1c1ccc(N(CC)CC)cc1 (stereo unspecified)
→ -2.1 | 0.0 | -0.8 | 0.3 | 24.1 | -3.5 | -3.6 | 34.1 | 0.5 | -0.3
Cc1cc(=O)oc2cc(OCC(=O)OC(C)C(=O)NC3CCCC3)ccc12 (stereo unspecified)
→ 3.4 | -0.5 | -3.3 | -4.6 | -1.0 | -4.9 | -4.1 | 7.3 | 5.0 | -11.3
COC(=O)c1ccc(Cl)c(-c2ccc(/C=N/NC(=O)Nc3ccccc3)o2)c1
→ 3.2 | 0.3 | -6.1 | -8.6 | 8.6 | 3.6 | -4.1 | 19.9 | -10.8 | 3.6
COc1ccc(NC(=O)CN(C)C(=O)c2ccc(COc3ccccc3)o2)cc1
→ x | -2.5 | 5.4 | 9.6 | 4.0 | x | -7.8 | 9.1 | 3.2 | x
Oc1c(C=Nc2cccc3cccnc23)sc2ccccc12
→ 36.8* | -0.2 | 94.5* | 22.6 | -1.4 | 0.1 | -48.2 | 4.1 | 1.4 | -30.9
NNC(=S)Nc1cccc(-c2n[nH]c(=S)o2)c1
→ 1.9 | -0.6 | 21.6 | 6.8 | -5.8 | 2.5 | -11.0 | 19.0 | -2.9 | -15.4

Results follow in this order: HSP90 inh | HIF act | SKKanGAS inh | Platelet DG rel | HSF1 activator | IEC-6 cytotox | aSyn 5UTR inh | AI-2 QS mod | HSF1 inh | KLF5 inh
Cn1cnc([N+](=O)[O-])c1S(=O)(=O)c1cccc(Cl)c1
→ 7.1 | 1.3 | 4.8 | 0.0 | 56.0* | 67.9* | -2.8 | -43.1 | 40.5 | -3.5
Cc1ccc(OCC(=O)NCc2cccs2)c([N+](=O)[O-])n1
→ 2.6 | 0.0 | -0.9 | -0.3 | 6.8 | -1.4 | -15.1 | 20.6 | -13.9 | -15.3
O=C1c2cccnc2C(=O)N1Cc1ccc2c(c1)OCO2
→ -2.2 | 0.2 | -9.7 | -6.4 | -3.3 | -0.1 | 22.0 | 17.7 | -3.5 | 0.2
Oc1c(N=NC(=S)Nc2ccccc2F)c2ccccc2n1Cc1ccc(Cl)cc1
→ -0.8 | 1.0 | 57.7* | -1.8 | -18.9 | -3.3 | 70.1* | 5.5 | -18.2 | -18.4
CC1CN(Cc2nc3ccccc3c(=O)[nH]2)CC(C)O1 (stereo unspecified)
→ -2.4 | -0.2 | -8.8 | 7.5 | -0.9 | -0.9 | 7.5 | 6.6 | -1.0 | -26.6
